Bioassay records deposited in PubChem by National Center for Advancing Translational Sciences (NCATS).
aSyn rescue: inhibitors of alpha-synuclein toxicity in yeast | Yeast expressing alpha-synuclein, growth rescue, BacTiter-Glo, 24 h | Potency, µM (highest dose often 46.1 µM), without a hit: top-dose growth rescue (activation), actives largely listed as activators | actives 0.14% (n = 370,000); note: % of control where 0% means no effect; nearly all actives have a fitted effect of over 65% in size
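Galactose-induced alpha-syn yeast (OD600=0.02, raffinose-pregrown) + pinned cpd, 24 hr, 30 deg C; growth by BacTiter-Glo luminescence. Growth restoration scores as activation.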
PTHR1 agonist: agonists of human PTHR1 parathyroid hormone receptor; AID 743266; Potency, µM (doses to about 115 µM), inactives show at the highest dose activation, actives largely listed as activators; actives 0.075% (n = 410,000); HEK293 GP2 PTHR1 cells, GloSensor cAMP luminescence, 1 h; note: nearly all actives have a fitted effect of over 55% in size; some results filed as inactive show a strong effect at the top dose; inactives centre near -15; many of its hits are not listed in these tables
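HEK-293-derived GP2 cells expressing PTHR1 and a GloSensor cAMP reporter, 3,000/well, plated overnight, given luciferin plus IBMX (each 0.5 mM as added) for 1 h at 37 °C, then compound for 1 h at 37 °C. Luminescence was read after 15 min at room temperature.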
EPAC2 antagonist: antagonists of human EPAC2; Q8WZA2; EPAC2 GEF exchange of Rap1B-BODIPY-GDP, fluorescence; actives 0.18% (n = 360,000); Potency, µM (series often up to 114 µM), for the others: top-dose activity, negative = inhibition, hits mostly inhibitors; AID 720708; note: % is set by controls: 0 for no effect and ±100 for the full control effect; nearly all actives have a fitted effect of over 45% in size; many of its hits are not listed in these tables
Target sequence (Q8WZA2 whole entry, looked up): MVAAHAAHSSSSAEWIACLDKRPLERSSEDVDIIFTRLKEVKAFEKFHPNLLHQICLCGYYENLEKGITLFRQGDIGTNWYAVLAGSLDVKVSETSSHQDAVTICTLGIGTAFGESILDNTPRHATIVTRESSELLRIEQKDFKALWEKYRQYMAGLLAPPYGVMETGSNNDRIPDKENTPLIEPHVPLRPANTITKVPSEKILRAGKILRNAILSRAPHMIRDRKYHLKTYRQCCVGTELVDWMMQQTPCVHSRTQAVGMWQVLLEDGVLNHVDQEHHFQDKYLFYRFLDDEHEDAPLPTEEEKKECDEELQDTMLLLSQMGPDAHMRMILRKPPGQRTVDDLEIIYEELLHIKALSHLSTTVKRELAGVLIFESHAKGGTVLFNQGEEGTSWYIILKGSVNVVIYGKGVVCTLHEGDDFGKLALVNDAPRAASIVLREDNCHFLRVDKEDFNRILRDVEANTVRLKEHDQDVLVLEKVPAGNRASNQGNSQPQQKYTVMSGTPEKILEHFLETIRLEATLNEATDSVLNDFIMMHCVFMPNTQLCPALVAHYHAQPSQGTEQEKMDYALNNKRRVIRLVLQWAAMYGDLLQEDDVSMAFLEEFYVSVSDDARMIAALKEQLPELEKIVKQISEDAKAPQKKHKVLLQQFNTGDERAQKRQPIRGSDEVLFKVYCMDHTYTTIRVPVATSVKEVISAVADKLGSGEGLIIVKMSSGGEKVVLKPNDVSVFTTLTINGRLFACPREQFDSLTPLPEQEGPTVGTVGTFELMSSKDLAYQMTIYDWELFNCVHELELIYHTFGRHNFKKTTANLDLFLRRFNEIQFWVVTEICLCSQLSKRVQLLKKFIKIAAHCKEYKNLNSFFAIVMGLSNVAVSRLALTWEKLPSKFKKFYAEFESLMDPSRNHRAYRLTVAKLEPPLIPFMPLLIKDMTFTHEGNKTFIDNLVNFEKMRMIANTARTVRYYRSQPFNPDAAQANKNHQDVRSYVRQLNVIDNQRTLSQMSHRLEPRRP
EPAC1 agonist: activates human EPAC1 exchange factor | EPAC1 agonist qHTS, biochemical assay; response scale: 100% = response to 6.5 mM cAMP | Potency, µM (titrated, usually from 154 µM), for inactives: at the highest dose activation, hits mostly activators | O95398 | actives 0.073% (n = 360,000); note: nearly all actives have a fitted effect of over 60% in size
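EPAC1 100 nM, Rap1B–BODIPY-GDP 250 nM, unlabeled GDP 50 uM; compound titration; 5 min RT; kinetic read ex480/em540 at 5-min intervals ×30 min; data normalized to 6.5 mM cAMP agonist control.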
EPAC1 antag: antagonists of human EPAC1; Potency, µM (top dose mostly 115 µM), for inactives: at the highest dose activity change, negative = inhibition, actives largely listed as inhibitors; EPAC1 GEF assay, Rap1b-BODIPY-GDP exchange fluorescence; actives 0.14% (n = 360,000);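 note: plate controls were vehicle for no effect and positive control for full effect; nearly all actives have a fitted effect of over 50% in size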
EPAC2 ag: EPAC2 (human) agonism; Potency, µM (titrated, usually from 154 µM), for the others: at the top dose activation, actives largely listed as activators; Q8WZA2; EPAC2 activation, biochemical qHTS; response scale: 100% = 6.5 mM cAMP response; actives 0.079% (n = 360,000); note: nearly all actives have a fitted effect of over 50% in size
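Readout is BODIPY fluorescence (480 nm excitation, 540 nm emission), which falls as labeled GDP is exchanged off Rap1B. EPAC2 at 100 nM acted on 250 nM RAP1B-BODIPY-GDP with 50 uM GDP present.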
TDP43 rescue: TDP-43 toxicity inhibition in yeast; actives 1.8% (n = 410,000); TDP-43 expressing yeast growth rescue, BacTiter-Glo, 24 h; AID 652104; Potency, µM (series often up to 46.1 µM), for the others: at the highest dose growth rescue (activation), actives largely listed as activators; note: % of control where 0% means no effect; nearly all actives have a fitted effect of over 50% in size
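Yeast expressing TDP-43 (pregrown in raffinose, seeded at OD600=0.02 in galactose medium) exposed to compounds 24 hr at 30 deg C. Growth read by BacTiter-Glo luminescence; rescue of toxicity appears as increased signal.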
FUS yeast rescue: suppressors of FUS proteinopathy in yeast | S. cerevisiae FUS-expressing, growth rescue, OD600, 24 h | Potency, µM (series often up to 76.6 µM), without a hit: top-dose growth rescue (activation), usual class: activators | actives 0.24% (n = 390,000);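 note: plate controls were DMSO vehicle for no effect and reference control for full effect; nearly all actives have a fitted effect of over 55% in size; some results filed as inactive show a strong effect at the top dose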
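Cultures pregrown in 2.5% raffinose medium are shifted to minimal medium containing 2% galactose to express toxic FUS. Compounds are tested at several concentrations. After 24hr at 30C, growth is quantified at 600 nm absorbance.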
An asterisk follows results filed as active; i = inactive; ? = inconclusive; . = not tested or not shown; & = joins results of further samples; [ ] = remark or other dose. Calls come from the whole dose curve; as a rule, active = well fitted curve in the direction sought with a large enough effect; inconclusive = small, poorly fitted or top-dose-only effect, or another doubt; inactive = no such curve, though single readings can be large; an effect the other way counts as inactive or inconclusive. Potency is the fitted concentration of half-maximal effect.

SMILES	aSyn rescue	PTHR1 agonist	EPAC2 antagonist	EPAC1 agonist	EPAC1 antag	EPAC2 ag	TDP43 rescue	FUS yeast rescue
COc1ccc(Sc2ccc(NC(=O)c3ccccc3Cl)cc2C#N)cc1	-6%	-11%	-7%	20%	4%	8%	20%	-2%
Cc1ccsc1/C=C/C1=NCCCN1C	0%&-2%&0%	-24%&-23%&-23%	-5%&0%&21%	-24%&-9%&-15%	-6%&0%&9%	4%&10%&3%	15%&21%&8%	-19%&-31%&-46%
CCOc1ccc(NC(=S)N2CCC(C(O)(c3ccccc3)c3ccccc3)CC2)cc1	13%	5%	-15%	2%	-7%	3%	0%	.
CN1CCN(c2c(F)cc3c(=O)c(C(=O)O)cn4c3c2SCC4)CC1	1%	i	-1%	2%	7%	5%	15%	10%
CC1CCc2c(N3CCC(O)CC3)c(F)cc3c(=O)c(C(=O)O)cn1c23 (centres undefined)	-1%	9%	0%	-6%	-13%	6%	10%	-22%
CCOC(=O)Nc1ccc(NCc2ccc(F)cc2)nc1N	4%	8%	?	14%	?	10%	?	36%
CN(C)CCOC(=O)C(c1ccccc1)C1(O)CCCC1 (centres undefined)	14%	-12%	6%	15%	18%	10%	26%	-36%
COc1ccc(S(=O)(=O)Nc2nnc(CC(C)C)s2)cc1	20%	-1%[57.5 µM]	6%	-2%	-19%	-1%	-16%	16%
CN(C)CCC[C@@]1(c2ccc(F)cc2)OCc2cc(C#N)ccc21	-1%	i	9%	-15%	-9%	-5%	13%	-37%
Oc1cc2c(cc1O)C1c3ccc(O)c(O)c3OCC1(O)C2 (centres undefined)	-12%&10%	-35%	5%	-21%	?	5%	2%	-4%
O=C(c1ccccc1)c1ccc2n1CCC2C(=O)O (centres undefined)	0%&1%	6%	6%	-20%	-6%	2%	-4%	-24%
COc1c(O)cc2c(c1O)[C@@H]1O[C@H](CO)[C@@H](O)[C@H](O)[C@H]1OC2=O	0%	i	1%	-3%	1%	1%	25%	-27%
COc1cc2c(c(OC)c1OC)-c1c(cc(OC)c(OC)c1OC)C[C@H](C)[C@H](C)C2	-10%	i	?	-18%	-28%	9%	22%	26%
CC(C)(C(=O)c1cccnc1)c1cccnc1	2%&-5%	i	19%	-28%	6%	5%	0%	-46%
CN=C(N)NC(=O)Nc1c(C)cccc1C	-2%	i	6%	9%	17%	9%	2%	4%
Cc1oncc1C(=O)Nc1ccc(C(F)(F)F)cc1	-15%&-20%	i	2%	-11%	-7%	-3%	48%	-40%
CC[C@]12CCCN3CCc4c(n(c5ccccc45)[C@@](O)(C(=O)OC)C1)[C@@H]32	-4%	-24%	-2%	2%	-6%	6%	2%	-18%
O=C1c2c(O)cccc2C(C2OC(CO)[C@@H](O)[C@H](O)[C@H]2O)c2cc(CO)cc(O)c21 (some centres undefined)	-3%	i	-17%	-8%	-6%	-5%	-7%	-9%
CN(C)C(=N)N=C(N)N	4%	i	3%	5%	2%	8%	?	-31%
CN1CCN(CCCN2c3ccccc3Sc3ccc(S(=O)(=O)N(C)C)cc32)CC1	6%	-9%	6%	-31%	15%	0%	13%	0%
O=C(O)CCCCCCCC(=O)O	2%&0%	i	17%	-2%	-11%	-1%	?	-38%
CCCCCCCCCC(=O)O	24%	-17%	-23%	-29%	-13%	1%	3%	1%
O=C(NCCN1CCOCC1)c1ccc(Cl)cc1	?	-10%	3%	-17%	9%	4%	21%	-42%
COc1cc(C)nc(-n2nc(C)cc2OC)n1	1%	13%	0%	-28%	-11%	12%	29%	-31%
OCC(O)CN1CCN(c2ccccc2)CC1 (centres undefined)	4%	i	4%	-6%	4%	1%	19%	-42%
OCCOCCN1CCN(C(c2ccccc2)c2ccc(Cl)cc2)CC1 (centres undefined)	1%	-2%	-13%	-19%	10%	1%	11%	-9%
CCCCOC(=O)c1ccc(N)cc1	0%	-23%	5%	-15%	8%	-1%	?	-42%
CN1CCC(=C2c3ccccc3CC(=O)c3sccc32)CC1	2%&3%&1%&0%	9%	-10%&11%&-12%	2%&-10%&-25%	-28%&3%&11%	7%&0%&-5%	?	-16%&-47%&-14%
O=c1c(O[C@@H]2O[C@H](CO)C(O)C2O)c(-c2ccc(O)c(O)c2)oc2cc(O)cc(O)c12 (some centres undefined)	3%	-14%	1%	-9%	-25%	0%	17%	-29%
CC(=O)N(CC(O)CO)c1c(I)c(C(=O)NCC(O)CO)c(I)c(C(=O)NCC(O)CO)c1I (centres undefined)	7%	i	-12%	-7%	-6%	0%	13%	-21%

3 compounds out of the list above, sorted by the value under PTHR1 agonist, rising:
| SMILES | PTHR1 agonist | EPAC2 antagonist | EPAC1 antag | EPAC2 ag |
| --- | --- | --- | --- | --- |
| CC[C@]12CCCN3CCc4c(n(c5ccccc45)[C@@](O)(C(=O)OC)C1)[C@@H]32 | -24% | -2% | -6% | 6% |
| O=C(c1ccccc1)c1ccc2n1CCC2C(=O)O (centres undefined) | 6% | 6% | -6% | 2% |
| CCOC(=O)Nc1ccc(NCc2ccc(F)cc2)nc1N | 8% | ? | ? | 10% |

Structural class: those above with nitrogen in an aromatic ring (nine)
SMILES	aSyn rescue	PTHR1 agonist	EPAC2 antagonist	EPAC1 agonist	EPAC1 antag	EPAC2 ag	TDP43 rescue	FUS yeast rescue
CN1CCN(c2c(F)cc3c(=O)c(C(=O)O)cn4c3c2SCC4)CC1	1%	i	-1%	2%	7%	5%	15%	10%
CC1CCc2c(N3CCC(O)CC3)c(F)cc3c(=O)c(C(=O)O)cn1c23 (centres undefined)	-1%	9%	0%	-6%	-13%	6%	10%	-22%
CCOC(=O)Nc1ccc(NCc2ccc(F)cc2)nc1N	4%	8%	?	14%	?	10%	?	36%
COc1ccc(S(=O)(=O)Nc2nnc(CC(C)C)s2)cc1	20%	-1%[57.5 µM]	6%	-2%	-19%	-1%	-16%	16%
O=C(c1ccccc1)c1ccc2n1CCC2C(=O)O (centres undefined)	0%&1%	6%	6%	-20%	-6%	2%	-4%	-24%
CC(C)(C(=O)c1cccnc1)c1cccnc1	2%&-5%	i	19%	-28%	6%	5%	0%	-46%
Cc1oncc1C(=O)Nc1ccc(C(F)(F)F)cc1	-15%&-20%	i	2%	-11%	-7%	-3%	48%	-40%
CC[C@]12CCCN3CCc4c(n(c5ccccc45)[C@@](O)(C(=O)OC)C1)[C@@H]32	-4%	-24%	-2%	2%	-6%	6%	2%	-18%
COc1cc(C)nc(-n2nc(C)cc2OC)n1	1%	13%	0%	-28%	-11%	12%	29%	-31%

The list is partial, so the mix of outcomes need not match the whole.
